# AID2073: inhibitors of Mint1-CaV2.2 protein interaction, biochemical, HTRF (AID 2073) | inhibition, % at 20 µM; hits with a dose series show IC50 in µM | HTRF protein-protein interaction, Mint1-CaV2.2; higher % means a stronger effect | 290,000 tested, 0.19% active; in the data active = inhibition mostly above about 51%, no sharp cut-off; inconclusive = no clear call, values can overlap the other calls; inactive = mostly below about 53%; note: some results filed as inactive read as strong as hits
# LYP inhibition: inhibitors of LYP phosphatase, biochemical, fluorescence intensity, uHTS (AID 1779); 290,000 tested, 0.054% active; recombinant LYP phosphatase, fluorescence intensity; higher % means a stronger effect; inhibition, % at 11.5 µM, or IC50 in µM where a hit was titrated; in the data active = inhibition above about 50%;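 note: plate controls were vehicle with enzyme for no effect and no enzyme for full effect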
# Dengue-2 NS5 capping: flavivirus cap methylation enzyme inhibition – biochemical, confirmation dose response, primary screen (AID 588689); 340,000 tested, 0.3% active; inhibition, % at 25 µM, or IC50 in µM where a hit was titrated; Dengue-2 NS5 methyltransferase capping enzyme assay, biochemical; higher % means a stronger effect; in the data active = a potency from the dose series; inconclusive = inhibition above about 29% without an active follow-up result
# MgcRacGAP inhibition: MgcRacGAP GTPase-activating activity inhibitors, confirmation, biochemical, ADP Hunter fluorescence | MgcRacGAP-stimulated Rac1 GTP hydrolysis, ADP Hunter fluorescence; higher % means a stronger effect; GST-tagged Rac1 F28L mutant substrate | inhibition, % at 30 µM; hits with a dose series show IC50 in µM | 340,000 tested, 0.6% active | AID 624330;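 active = first-screen hits whose inhibition reached a set limit at any dose in the follow-up dose series; inconclusive = inhibition above the set first-screen limit but never retested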;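 note: fluorescence reports GDP produced by GAP-driven GTP hydrolysis; strong numbers were not always called active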
# SIAH1 antagonists: Siah-1 peptide-binding antagonists, primary screen, biochemical, fluorescence polarization, rhodamine-plectin, uHTS (AID 1817); 290,000 tested, 0.02% active; Siah-1 / rhodamine-plectin peptide fluorescence polarization; higher % means a stronger effect; one-dose displacement, % at 20 µM; IC50 in µM for titrated hits;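 active = displacement of at least 50% at 20 µM, with a fluorescence ratio check between 0.3 and a set limit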;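 note: plate controls were Siah plus tracer with DMSO for no effect and tracer alone without Siah for full effect; strong numbers were not always called active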
# Large T inhibition: TAg ATPase/helicase activity blockers – biochemical (AID 1903); SV40 large T antigen ATPase/helicase inhibition assay; higher % means a stronger effect; one-dose inhibition, % at 20 µM; IC50 in µM for titrated hits; 310,000 tested, 0.39% active; in the data active = a potency from the dose series; inconclusive = inhibition mostly from about 32% at the one dose, without a potency; inactive = the rest, 99 in 100 with inhibition below about 32%; note: strong numbers were not always called active
# XIAP displacement: small molecules displacing peptide from XIAP – biochemical, IAP family, fluorescence polarization (AID 1018). XIAP BIR domain, fluorescence polarization peptide displacement; higher % means a stronger effect. displacement, % at 20 µM, or IC50 in µM where a hit was titrated. 200,000 tested, 0.007% active; in the data active = displacement above about 50%; note: a part of the inactive calls stands beside numbers as strong as those of hits
# RSV CPE inhibition: RSV antiviral activity via CPE protection, HEp-2 cells, primary 10 µM value included (AID 2391) | HEp-2 cells, RSV-induced CPE inhibition; higher % means a stronger effect | one-dose CPE inhibition, % at 10 µM; IC50 in µM for titrated hits | 310,000 tested, 0.13% active; in the data active = a potency from the dose series; inconclusive = CPE inhibition mostly from about 23% at the one dose, without a potency; inactive = the rest, 99 in 100 with CPE inhibition below about 21%; note: strong numbers were not always called active
# HIV peptide binding: inhibitors of HIV fusion peptide binding, primary screen, biochemical, uHTS, fluorescence dequenching (AID 1986). one-dose inhibition, % at 20 µM; IC50 in µM for titrated hits. 290,000 tested, 0.3% active. cell-free peptide binding, fluorescence dequenching, 30 min; higher % means a stronger effect; in the data active = inhibition mostly above about 52%, no sharp cut-off; inactive = mostly below about 76%; note: some results filed as inactive read as strong as hits
# Active calls of the source: *; ? = inconclusive; / = not tested or not shown; & = joins results of further samples.
no.	AID2073	LYP inhibition	Dengue-2 NS5 capping	MgcRacGAP inhibition	SIAH1 antagonists	Large T inhibition	XIAP displacement	RSV CPE inhibition	HIV peptide binding	Molecule
1	5%	-4%	1%	-2%	1%	11%	-4.4%	4.4%	-2.1%	COc1ccc(COC(=O)N/N=C(\C)CC(=O)Nc2ccc(Cl)cc2)cc1
2	16%	6%	2%	9%	0%	-1%	-3.7%	14%	-0.8%	Cc1ccc(-c2nnc3ccc(SCC(=O)N4CCCc5ccccc54)nn23)cc1
3	5%	-4%	-4%	-10%	3%	0%	/	-0.7%	2.1%	COC(=O)c1ccc(OCC(O)CN2CCOCC2)cc1 (configuration not stated)
4	5%	-9%	3%	0%	2%	8%	-2.3%	1.3%	1.9%	O=C(CS(=O)(=O)c1cn(Cc2ccc(Cl)cc2)c2ccccc12)N1CCOCC1
5	23%	0%	12%	17%	14%	21%	-1.9%	-1.0%	48%	N#C/C(=C/c1cccn1-c1cccc(C(=O)O)c1)c1ccc(Cl)cc1
6	-14%	1%	-1%	9%	3%	14%	-5.2%	4.3%	1.3%	COc1ccc(CCN(Cc2ccccn2)C(=S)Nc2ccccc2Cl)cc1OC
7	/	/	-10%	3%	/	-1%	/	-0.9%	/	CC(=O)Nc1ccc(NC(=O)C(C)OC(=O)CCCN2C(=O)c3cccc4cccc(c34)C2=O)cc1 (configuration not stated)
8	14%	-4%	-8%	8%	-1%	1%	-5.0%	1.0%	-0.2%	COC(=O)C1=CN(CC2CCCO2)C=C(C(=O)OC)C1c1ccccc1C(F)(F)F (configuration not stated)
9	-3%	3%	-14%	3%	1%	8%	/	7.7%	-1.1%	COc1cc(CN2CC(=O)N(c3cccc(Cl)c3C)C2=S)cc(OC)c1OC
10	-3%	20%	-3%	-2%	3%	21%	0.8%	1.0%	0.5%	CCCCS(=O)(=O)Nc1ccc(C(=O)NCC2CCCO2)cc1 (configuration not stated)
11	1%	1%	0%	4%	2%	/	/	1.3%	-0.2%	CCN1CCN(c2ncnc3c2cnn3-c2ccc(C)cc2C)CC1
12	-1%	-1%	4%	0%	6%	12%	-8.7%	14%	-1.1%	O=C(Nc1cc(Oc2ccc(Cl)cc2)cc([N+](=O)[O-])c1)c1ccco1
13	-1%	-4%	3%	15%	1%	-7%	-7.2%	6.0%	0.7%	O=C(Nc1ccc2c(c1)oc1ccccc12)N1CCOCC1
14	3%	-7%	3%	0%	0%	22%	/	0.8%	0.8%	Cc1cc(C)nc(NC(=O)c2cccc(Br)c2)n1
15	-2%	-4%	3%	13%	1%	6%	/	-0.1%	-1.1%	Cc1cc(C)c(C#N)c(SCCN2CCOCC2)n1
16	2%	-5%	0%	10%	5%	2%	/	3.8%	-0.2%	O=C(Cn1ncc2c3ccccc3n(Cc3ccccc3F)c2c1=O)NCC1CCCO1 (configuration not stated)
17	13%	-6%	-6%	2%	-2%	8%	-3.4%	1.9%	3.1%	CCS(=O)(=O)c1ccc(O)c(NC(=O)COc2ccc(OC)cc2)c1
18	?	4%	?	8%	-3%	13%	-6.3%	1.2%	6.3%	S=C(Nc1ccc2nc(-c3ccccn3)c(-c3ccccn3)nc2c1)N1CCCCCC1
19	-7%	-4%	0%	1%	-1%	11%	-4.5%	-1.6%	6.4%	COc1ccc(S(=O)(=O)Nc2ccc(S(=O)(=O)N3CCCC3)cc2)cc1
20	11%	-6%	-2%	-3%	-2%	17%	/	1.7%	8.4%	O=C(COC(=O)c1ccc(O)cc1O)Nc1ccc(Cl)cn1
21	-14%	1%	8%	10%	-2%	4%	-2.3%	-0.2%	0.3%	O=c1[nH]n2c(C(F)(F)F)cc(C3CC3)nc2c1N=Nc1ccccc1
22	/	/	-1%	6%	/	9%	/	-1.9%	/	CCOc1ccc(S(=O)(=O)NCC(c2ccc3c(c2)OCO3)N2CCN(C)CC2)cc1 (configuration not stated)
23	-8%	4%	1%	7%	0%	19%	-4.3%	1.7%	16%	CC1=C(C(=O)OCc2ccccc2)C(c2ccc(Cl)cc2)NC(=O)N1CCCCCC(=O)O (configuration not stated)
24	57%	1%	-12%	24%	-2%	36µM*	-1.1%	2.8%	-0.2%	N#CC1=C2SCN(c3ccccc3)CN2C(=O)CC1c1ccccc1Cl (configuration not stated)
25	2%	3%	1%	-9%	4%	24%	/	2.2%	0.9%	CCOCCCN(C(=O)c1snc(C(N)=O)c1N)C(C(=O)NC1CCCC1)c1ccc(F)cc1 (configuration not stated)
26	2%	-8%	4%	11%	1%	7%	-3.7%	-0.1%	0.0%	O=c1c2cc(Br)ccc2nc2n1CCCCC2
27	22%	-2%	12%	11%	4%	11%	/	2.9%	23%	Cc1cccc(N2C(=O)C(O)=C(C(=O)c3cccs3)C2c2ccc(C(C)C)cc2)n1 (configuration not stated)
28	2%	0%	6%	-4%	-6%	6%	-4.4%	5.5%	0.5%	CCCCc1n(CC(=O)c2ccc(Cl)cc2)c2ccccc2[n+]1C
29	7%	1%	-1%	6%	6%	-2%	/	0.5%	1.1%	COC(=O)c1c(-c2ccccc2)c[nH]c1C
30	-2%	-12%	3%	2%	-4%	6%	/	-0.1%	0.9%	Cc1ccc(C2c3[nH]c4ccccc4c3C[C@H]3C(=O)N(c4ccccc4C(=O)NCCCN4CCOCC4)C(=O)N23)cc1 (some centres not stated)
31	-4%	-8%	-12%	10%	-1%	10%	/	0.9%	0.8%	COc1ccc(CNC(=O)CCS(=O)(=O)c2ccc3c(c2)CCN3C(C)=O)cc1
32	0%	-7%	5%	10%	19%	12%	-3.3%	3.5%	0.4%	Nc1nc(SCCO)[nH]c(=O)c1NC(=O)c1ccccc1F
33	10%&5%	0%&-10%	-3%&7%	7%&7%	0%&8%	3%&18%	/	1.9%&3.1%	0.8%&-1.5%	CCN(CC)N=Nc1ccc(S(=O)(=O)Nc2nc(C)cc(C)n2)cc1
34	8%	-14%	-5%	4%	-4%	0%	-4.7%	4.0%	0.1%	Cc1ccn2cc(-c3ccc4c(c3)NC(=O)CO4)nc2c1
35	14%	-1%	-6%	6%	7%	3%	2.7%	4.3%	1.9%	CCOC(=O)c1sc(NC(=O)CN2C(=O)NC3(CC(C)CC(C)(C)C3)C2=O)c(C(=O)OCC)c1C (configuration not stated)
36	1%	4%	3%	9%	0%	29%	6.2%	2.8%	9.6%	CCOC(=O)c1c(-c2cccc3ccccc23)csc1NC(=O)C1C2CCC(O2)C1C(=O)O (configuration not stated)
37	-28%	-7%	-1%	0%	8%	8%	-5.0%	0.0%	1.8%	CC(NC(=O)CNC(=S)N(Cc1ccccc1)Cc1cccnc1)c1ccccc1 (configuration not stated)
38	/	/	8%	9%	/	16%	/	-0.2%	/	CC(C)CNC(=O)C1Nc2ccccc2C2C=CCC12 (configuration not stated)
39	6%	-4%	-9%	-3%	2%	7%	0.3%	-0.6%	-0.5%	COc1ccc(N2C(=O)c3ccccc3NC23CCC(C)CC3)cc1 (configuration not stated)
40	2%	-5%	6%	-7%	1%	9%	/	2.3%	0.2%	CCOc1ccc(N(CC(=O)NC(C)(C)C)C(=O)CCC(=O)Nc2nccs2)cc1
41	6%	0%	-8%	4%	1%	-2%	-2.9%	0.8%	1.0%	CCOC(=O)C1=NNC2(c3ccc(Cl)cc3)C(=O)N(c3ccc(C)cc3)C(=O)C12 (configuration not stated)
42	11%	0%	6%	5%	5%	15%	4.3%	2.3%	1.3%	CC(C)c1ccc(NC(=O)c2cc(Br)ccc2Br)cc1
43	7%	7%	-4%&1%	25%&6%	-4%	21%&14%	-2.6%	0.1%&0.3%	-1.4%	COc1ccc2cc3[n+](cc2c1OC)CCc1cc2c(cc1-3)OCO2
44	8%	-1%	-5%	41%	0%	6%	-7.0%	5.0%	-2.9%	COc1cc(-c2cc(-c3ccc(F)cc3)nc(N)c2C#N)ccc1O
45	3%	-6%	3%	7%	14%	6%	/	0.2%	-1.2%	O=C(CCC(=O)Nc1ccc(F)cc1)N/N=C/c1cccnc1
46	4%	0%	-4%	3%	-6%	13%	-6.3%	7.5%	-1.1%	CCOC(=O)C1=C(C)NC(=O)C(C#N)C1c1ccco1 (configuration not stated)
47	-5%	-2%	-2%	5%	-4%	5%	6.1%	1.0%	-1.4%	NS(=O)(=O)c1ccc(NC(=O)c2ccc(COc3ccccc3)o2)cc1

# Looked up one by one from above (2):
no.	AID2073	LYP inhibition	Dengue-2 NS5 capping	MgcRacGAP inhibition	SIAH1 antagonists	Large T inhibition	XIAP displacement	RSV CPE inhibition	HIV peptide binding	Molecule
3	5%	-4%	-4%	-10%	3%	0%	/	-0.7%	2.1%	COC(=O)c1ccc(OCC(O)CN2CCOCC2)cc1 (configuration not stated)
7	/	/	-10%	3%	/	-1%	/	-0.9%	/	CC(=O)Nc1ccc(NC(=O)C(C)OC(=O)CCCN2C(=O)c3cccc4cccc(c34)C2=O)cc1 (configuration not stated)

# Complete entries, looked up by structure. Screens in order: AID2073, LYP inhibition, Dengue-2 NS5 capping, MgcRacGAP inhibition, SIAH1 antagonists, Large T inhibition, XIAP displacement, RSV CPE inhibition, HIV peptide binding
# `CC1=C(C(=O)OCc2ccccc2)C(c2ccc(Cl)cc2)NC(=O)N1CCCCCC(=O)O` (configuration not stated) across the screens: -8%, 4%, 1%, 7%, 0%, 19%, -4.3%, 1.7%, 16%
# `Nc1nc(SCCO)[nH]c(=O)c1NC(=O)c1ccccc1F` across the screens: 0%, -7%, 5%, 10%, 19%, 12%, -3.3%, 3.5%, 0.4%

# Four entries from above, reformatted:
33. CCN(CC)N=Nc1ccc(S(=O)(=O)Nc2nc(C)cc(C)n2)cc1
36. CCOC(=O)c1c(-c2cccc3ccccc23)csc1NC(=O)C1C2CCC(O2)C1C(=O)O (configuration not stated)
34. Cc1ccn2cc(-c3ccc4c(c3)NC(=O)CO4)nc2c1
43. COc1ccc2cc3[n+](cc2c1OC)CCc1cc2c(cc1-3)OCO2

Screen / compound no. | 33 | 36 | 34 | 43
AID2073 | 10%&5% | 1% | 8% | 7%
LYP inhibition | 0%&-10% | 4% | -14% | 7%
Dengue-2 NS5 capping | -3%&7% | 3% | -5% | -4%&1%
MgcRacGAP inhibition | 7%&7% | 9% | 4% | 25%&6%
SIAH1 antagonists | 0%&8% | 0% | -4% | -4%
Large T inhibition | 3%&18% | 29% | 0% | 21%&14%
XIAP displacement | / | 6.2% | -4.7% | -2.6%
RSV CPE inhibition | 1.9%&3.1% | 2.8% | 4.0% | 0.1%&0.3%
HIV peptide binding | 0.8%&-1.5% | 9.6% | 0.1% | -1.4%
